# From PubChem
# RT RNaseH block: HIV-1 RT RNase H inhibitors, primary screen, biochemical, fluorescence; inhibition, % at 10 µM; RT-RNase H RNA/DNA duplex cleavage; Gag-Pol polyprotein (Human immunodeficiency virus type 1 group M subtype B (isolate …; actives 1.9% (n = 65,000); AID 565, 2006; in the data active = inhibition above about 50%
# RmlCD inh mix: RmlC and RmlD coupled enzyme inhibitors, primary screen, biochemical, 384-well, compound mixtures, retest. RmlC/RmlD coupled enzyme inhibition, 384-well mixture HTS. inhibition, % at 5.5 µM. actives 0.39% (n = 110,000). AID 1532, 2009; in the data active = inhibition above about 30%, passing the limit was not always enough; inconclusive = no clear call, values can overlap the other calls; note: strong numbers were not always called active
# An asterisk follows results filed as active; ? = inconclusive; . = not tested or not shown. Only part of the results is shown. The share of hits here may be higher or lower than overall.
canonical_smiles	RT RNaseH block	RmlCD inh mix
COc1cccc(-n2c(SCC(=O)O)nnc2-c2cccnc2)c1	7	-12
Cc1cc(Cl)cc(Cl)c1OCCOc1cccc2cccnc12	.	-6
COC(=O)c1cn(C(=O)c2ccccc2F)nc1N	10	3
CCn1c(SCc2ccc(F)cc2)nnc1C1CCN(S(=O)(=O)c2ccc(OC)cc2)CC1	.	0
COc1cc(NC(=O)C2CCC(CNc3c(N4CCCCC4)c(=O)c3=O)CC2)cc(OC)c1 (centres undefined)	10	17
CCCc1nnc(N2C(=O)c3cccc4cccc(c34)C2=O)s1	.	11
Cc1csc(SCC(=O)Nc2sc3c(c2C#N)CCC3)n1	.	11
CCCc1ccc(OCC(O)CN2CCN(c3ccccc3)CC2)cc1 (centres undefined)	2	-13
CC1(C)CC(=O)N(c2ccccc2)C1(C)O (centres undefined)	3	-6
COC(=O)[C@@H]1C[C@@H]2CC[C@@H](O)C[C@@H]2N1Cc1ccc(OC)cc1	.	9
C=CCn1c(SCC(=O)C(C)(C)C)nnc1-c1cccs1	0	-2
COc1ccc(CCNC(=O)COC(=O)c2cnccn2)cc1	-2	-3
CC(Sc1nnc(Cc2cccs2)n1C1CCCCC1)C(N)=O (centres undefined)	.	-2
CCOc1cc(S(=O)(=O)NCc2ccccc2)ccc1F	-17	5
CN(c1ccc(C(=O)NCc2ccco2)cc1)S(C)(=O)=O	-12	17
COc1cccc(-c2nnc(SCc3cccnc3)o2)c1	2	-18
COc1cccc(C(=O)NC2CC3CCCC(C2)N3CC(=O)Nc2ccc(N(C)C)cc2)c1 (centres undefined)	.	-317
CCCCCn1cnc2sc(-c3ccccc3)cc2c1=O	.	5
Cc1cc2c(c(=O)n1Cc1ccccn1)C(c1ccc3c(c1)OCO3)C(C#N)=C(N)O2 (centres undefined)	3	12
COc1cccc(C(=O)Nc2cccc(-c3nnc(-c4ccco4)o3)c2)c1	.	-4
COc1ccc2[nH]c(=O)c(CN(CCCN(C)C)C(=O)Nc3ccccc3)cc2c1	11	-1
COc1ccc(NCc2nnc(SCC(=O)Nc3cc(C(F)(F)F)ccc3Cl)o2)cc1	1	-24
c1ccc2c(c1)[nH]c1cnccc12	-31	-11
CCN(CC)C(=O)c1ccc2c(=O)n(CCOC)c(=S)[nH]c2c1	.	11

# Random excerpt: 5 compounds from above, in no set order.
canonical_smiles	RT RNaseH block	RmlCD inh mix
COc1cccc(C(=O)NC2CC3CCCC(C2)N3CC(=O)Nc2ccc(N(C)C)cc2)c1 (centres undefined)	.	-317
COc1ccc2[nH]c(=O)c(CN(CCCN(C)C)C(=O)Nc3ccccc3)cc2c1	11	-1
c1ccc2c(c1)[nH]c1cnccc12	-31	-11
CN(c1ccc(C(=O)NCc2ccco2)cc1)S(C)(=O)=O	-12	17
COc1ccc(NCc2nnc(SCC(=O)Nc3cc(C(F)(F)F)ccc3Cl)o2)cc1	1	-24

# Going on with the list:
canonical_smiles	RT RNaseH block	RmlCD inh mix
CCOC(=O)Cn1c(C(C)=O)nc2ccccc21	-32	8
COc1cc(S(=O)(=O)n2ccc(C)n2)c(OC)cc1Cl	.	-4
CCN(CC)S(=O)(=O)c1ccc(C(=O)N2CCN=C2SCc2cccnc2)cc1	-19	-10
OCCCCNCc1ccc(OCc2ccc(Cl)cc2)cc1	.	14
CCCCn1c(SCC(=O)Nc2cc(C)[nH]n2)nc2ccsc2c1=O	-33	-3
O=C(C1=C[C@H](C2CCCCC2)C[C@H](OCc2ccc(CO)cc2)O1)N1CCN(Cc2ccccc2)CC1	.	0
Cc1ccc(S(=O)(=O)NCCCN(C)C)cc1	-9	-15
COC(=O)C1C(O)CCC2CN3CCc4c([nH]c5ccccc45)C3CC21 (centres undefined)	.	20
COc1cccc(-c2csc(N3CCN(C(=O)Nc4ccc(F)cc4)CC3)n2)c1	.	126
OCCN=Cc1c(O)[nH]c2ccccc12	.	-8
Cc1ccc(/C(O)=C2/C(=O)C(=O)N(Cc3ccco3)C2c2cccs2)cc1 (centres undefined)	5	37
c1ccc(CN2CCN(c3nc4ccccc4n4cnnc34)CC2)cc1	-18	6

# A portion from the list above, for reference:
canonical_smiles	RT RNaseH block	RmlCD inh mix
CCOC(=O)Cn1c(C(C)=O)nc2ccccc21	-32	8
COc1cc(S(=O)(=O)n2ccc(C)n2)c(OC)cc1Cl	.	-4
CCN(CC)S(=O)(=O)c1ccc(C(=O)N2CCN=C2SCc2cccnc2)cc1	-19	-10
OCCCCNCc1ccc(OCc2ccc(Cl)cc2)cc1	.	14
CCCCn1c(SCC(=O)Nc2cc(C)[nH]n2)nc2ccsc2c1=O	-33	-3

# Further records.
canonical_smiles	RT RNaseH block	RmlCD inh mix
CC(Oc1ccc2ccccc2c1)C(=O)NNC(=S)NC(=O)c1ccco1 (centres undefined)	.	-10
COc1ccc(C)cc1NC(=O)C12CCC(C)(C(=O)O1)C2(C)C (centres undefined)	.	-2
c1cc2n(c1)-c1c(ccc3c1OCO3)CNC2c1ccc2c(c1)OCO2 (centres undefined)	-9	-3
O=C(C1CC1)N1CCc2cc(Br)cc(S(=O)(=O)NCC3COc4ccccc4O3)c21 (centres undefined)	-40	3
CCOC(=O)c1nc2ccccc2c(=O)n1-c1ccc(C)cc1	.	-13
Cc1ccc2c(c1)c1c(n2C)C(=O)CCC1	.	6
c1ccc(C(c2ccccc2)c2nc(-c3cccnc3)no2)cc1	.	-7
COc1cnc(-c2ccccc2)nc1Oc1ccccc1C	.	-24
CC(C)CN(C(=O)c1nn(C)c(=O)c2ccccc12)c1nc2ccccc2s1	.	-12
COCCNC(=S)NC12CC3CC(CC(C3)C1)C2	.	-13
Cc1ccc(S(=O)(=O)C2(C(=O)Nc3ccc4c(c3)OCO4)CC2)cc1	-9	6
COc1ccc(OC)c(NC(=O)C2C3CCC(O3)C2C(=O)O)c1 (centres undefined)	-4	.
O=C(Oc1ccc(/C=N/O)cc1)c1ccccc1	26	-6
CCn1c(-c2ccco2)n[nH]c1=S	0	7
O=C(Nc1ccccc1-c1nc2ccccc2s1)c1ccco1	-23	-11
COC(=O)c1nnn(-c2nc(N3CCCCC3)nc(N3CCCCC3)n2)c1C	-2	.
C=CCn1c(SCC(=O)Nc2c(C)nn(Cc3ccccc3)c2C)nnc1C(O)c1ccccc1 (centres undefined)	7	5
CCOC(=O)C(CSCC(=O)c1ccc(Cl)cc1)NC(=O)OC(C)(C)C (centres undefined)	.	46
Cc1cccnc1NC(=O)C1CCN(S(=O)(=O)c2cccs2)CC1	.	3
N/C(=N\OC(=O)c1ccc(Cl)cc1)c1ccc(Cl)cc1	.	12
CCOC(=O)c1cc(C)n(S(=O)(=O)c2ccc(C)cc2)c1C	-34	-7
CCc1nc2ccccc2c2nc3ccccc3n12	.	4
Cn1c(-c2cc3c(C(F)(F)F)nn(C)c3s2)n[nH]c1=S	.	-25
CCCCOC(=O)CCc1n[nH]c(=O)[nH]c1=O	30	-12
COc1ccc(S(=O)(=O)N2CCCC2C(=O)NCc2cccs2)cc1 (centres undefined)	-11	-16
O=C(CCCn1c(=S)[nH]c2ccc(Br)cc2c1=O)N1CCN(c2ccccn2)CC1	-4	15
CCO[C@@H]1OC(C(=O)N2CCOCC2)=C[C@H](c2coc3ccccc3c2=O)[C@H]1CCCO	.	-14
O=C1CC(N2CCN(c3ccc(S(=O)(=O)N4CCOCC4)cc3)CC2)C(=O)N1Cc1ccccc1 (centres undefined)	4	-13
O=c1cc(N2CCc3ccccc3C2)[nH]c(=O)n1-c1ccc(Cl)cc1	5	-8
COc1cc(CC(=O)OC2CCOC2=O)cc(OC)c1OC (centres undefined)	2	4
COc1cccc(/C=N/n2c(N)c(S(=O)(=O)c3cccs3)c3nc4ccccc4nc32)c1OC	.	-28
COc1ccccc1NC(=O)c1cccc(NC(=O)c2ccco2)c1	-2	-11
CC(C)Cn1c(N)c(C(=O)CSc2nnnn2-c2ccc(Cl)cc2)c(=O)n(C)c1=O	32	.
CCc1ccccc1N1CSC2=C(C#N)C(c3cc(OC)c(OC)cc3OC)CC(=O)N2C1 (centres undefined)	79*	11
CCOC(=O)C1=C2SCC(=O)N2C(N)=C(C#N)C1	.	-13
COC(=O)C1=C(C)N(CCCCCC(=O)O)C(=O)NC1c1ccccc1 (centres undefined)	.	4
COc1ccc(NC(=O)c2cc3sccc3n2Cc2ccc(F)cc2)cc1OC	.	3
CC/C=C/C(=O)N1CC2(CC(c3cccc(NC(=O)CC)c3)=NO2)C[C@H]1C(N)=O (some centres undefined)	.	-6
CCC1=C(OC(=O)N(CC)CC)N2C(=O)OC(=NCCc3c[nH]c4ccccc34)[C@]2(Cc2ccccc2)[C@H]2C1=CC[C@H]1C(=O)N(c3ccccc3)C(=O)[C@H]12	.	12
CCOc1ccc(C(=O)N2CCCC2)cc1OC	-11	5
CCOC(=O)c1[nH]c(C)c(C(=O)Nc2ccc(C)cc2C)c1C	-10	-10
CC1CCc2nc(NC(=O)c3ccco3)sc2C1 (centres undefined)	0	2
Cc1cc(C)cc(-n2ccnc2SCC(=O)Nc2nccs2)c1	-37	-14
Cc1ccc(-c2cc(C(=O)NCCN3CCOCC3)no2)cc1	-6	10
Cc1cc(C(F)F)n2ncc(C(=O)NCCc3ccccc3Cl)c2n1	.	-11
CCS(=O)(=O)N1CCC(c2nc(-c3ccc(C)cc3)no2)CC1	4	.
CCOC(=O)Cc1csc(NS(=O)(=O)c2ccc3c4c(cccc24)C(=O)N3CC)n1	0	8
Nc1nnnn1/N=C/C(Br)=C/c1ccccc1	15	-7
CCOc1cc(C2CC(=O)N3CN(C4CCCCC4)CSC3=C2C#N)ccc1O (centres undefined)	79*	-11
COc1ccc(CNC(=O)CCCNS(=O)(=O)c2cccc3nonc23)cc1	-9	-11
CCOCCCNC(=O)C1CCC(CNS(=O)(=O)c2ccc(F)cc2)CC1 (centres undefined)	2	-15
COc1ccc(C(CC(=O)O)NS(=O)(=O)c2ccc(C)cc2)cc1 (centres undefined)	.	5
CN(C)/C=N/c1cc(=O)n(C)c(=O)n1Cc1ccccc1	.	?
Cc1ccc(C(=O)N(Cc2nc(-c3ccc(C)cc3)no2)C(C)C)cc1	-11	8
Cc1ccc(SCc2nc3ccccc3[nH]2)cc1	.	-7
Cc1nc(SCN2C(=O)c3ccccc3C2=O)n[nH]1	-4	9
CC(=O)OC1CC(C)(C)N(OC(=O)c2ccccc2)C(C)(C)C1	-1	0
Nc1c2c(nc3ccccc13)N(C1CCCCC1)CC2	5	5
NC(=O)c1ncc(C(F)(F)F)cc1Oc1cccc(F)c1	.	-9
Cc1cccc(NC(=O)C(C)N2C(=O)C3C4CC(C(Br)C4Br)C3C2=O)c1 (centres undefined)	.	3

# (next part)
canonical_smiles	RT RNaseH block	RmlCD inh mix
CCOC(=O)c1c(C)[nH]c(C)c1C(=O)COC(=O)c1cccc(S(=O)(=O)NC)c1	-7	5
COCCn1cc(C(=O)N2CCC(C)CC2)c2c3ccccc3n(C)c2c1=O	-3	27
O=C(CNC(=O)c1ccco1)OCc1ccc(C(=O)Oc2ccccc2)cc1	-7	-7
COc1ccccc1Cn1c(CCCO)nc2ccccc21	-8	14
Cc1nn(C)cc1CNC(=O)Nc1ccc(Cl)cc1	.	-1
Clc1ccc2nc(CSc3nncn3-c3ccccc3)cn2c1	.	4
CCOc1ccccc1CN(Cc1ccco1)S(=O)(=O)c1ccc(-n2cnnn2)c(OC)c1	-21	14
COc1ccccc1NC(=O)c1nn(-c2ccc(OC(F)(F)F)cc2)ccc1=O	.	12
CCCCC(=O)C1=C(N2CCCC2)CC(C)(C)CC1=O	.	1
CNc1cc(-n2nc(C)cc2-c2ccccc2)ncn1	-11	-11
COCCN1C(=O)N[C@@H](c2ccco2)C(C(=O)OC)=C1C	.	3
Brc1ccc(-c2cn3cccnc3n2)cc1	-10	45*
CN1C(=O)c2ccccc2C(C(=O)NCCCN2CCCC2=O)C1c1c[nH]c2ccccc12 (centres undefined)	-2	-9
Cc1ccccc1NC(=O)CSC(N)=O	13	-12
C=C(c1ccc(O)cc1)c1ccc(O)cc1	33	-21
COc1cc(C2C(C#N)=C(N)Oc3n[nH]c(C)c32)ccc1OC(=O)c1ccccc1 (centres undefined)	.	7
Cc1cc(C)c(OCCOCCN2CCNCC2)c(C)c1	.	8
COc1nc(NCCN2CCOCC2)nc(Nc2ccc([N+](=O)[O-])cc2)n1	.	15
O=C1OC(=O)C2C1[C@@H]1CC[C@H]2O1 (some centres undefined)	.	52
CSC1=N/C(=C\c2ccccc2F)C(=O)S1	-24	.
Cc1nc(SCC(=O)N2CCc3ccccc32)n[nH]1	.	-10
O=C(NCc1ccc(F)cc1)C1CCN(S(=O)(=O)N2CCC3(CC2)OCCO3)CC1	2	?
CCN1CCN(CCNC(=O)c2ccc(CS(=O)(=O)c3ccccc3C)o2)CC1	-17	.
CC(C)(C)NS(=O)(=O)c1ccc(OCC(=O)NCCC2=CCCCC2)cc1	.	-9
O=C(c1ccc(Br)o1)N1CCN(c2ccc3nnc(-c4ccc(F)cc4)n3n2)CC1	.	13
COc1cc(C(=O)Nc2sc3c(c2C(=O)NCc2ccco2)CCCC3)cc(OC)c1OC	.	-13
CCC(C)(C)n1nnnc1C(C(C)C)N(CCN1CCOCC1)Cc1cc2cccc(C)c2[nH]c1=O (centres undefined)	.	0
CSCCC(NS(=O)(=O)c1ccc2ccccc2c1)C(=O)O (centres undefined)	.	10
CC1=C(C(=O)Nc2ccc(Br)cc2)C(c2ccco2)NC(=O)N1 (centres undefined)	.	6
